STK33 inh: inhibitors of purified STK33 kinase, primary screen, biochemical, ADP-Glo luminescence, homogeneous, cell-free; Serine/threonine-protein kinase 33 (Homo sapiens), Q9BYT3; MBP phosphorylation; inhibition, % at 10 µM; actives 0.073% (n = 320,000); AID 2661, 2010;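 active = inhibition at or above 25%, using the most active replicate where run in duplicate; inactive = inhibition below 25%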
Target sequence (Q9BYT3 whole entry, looked up): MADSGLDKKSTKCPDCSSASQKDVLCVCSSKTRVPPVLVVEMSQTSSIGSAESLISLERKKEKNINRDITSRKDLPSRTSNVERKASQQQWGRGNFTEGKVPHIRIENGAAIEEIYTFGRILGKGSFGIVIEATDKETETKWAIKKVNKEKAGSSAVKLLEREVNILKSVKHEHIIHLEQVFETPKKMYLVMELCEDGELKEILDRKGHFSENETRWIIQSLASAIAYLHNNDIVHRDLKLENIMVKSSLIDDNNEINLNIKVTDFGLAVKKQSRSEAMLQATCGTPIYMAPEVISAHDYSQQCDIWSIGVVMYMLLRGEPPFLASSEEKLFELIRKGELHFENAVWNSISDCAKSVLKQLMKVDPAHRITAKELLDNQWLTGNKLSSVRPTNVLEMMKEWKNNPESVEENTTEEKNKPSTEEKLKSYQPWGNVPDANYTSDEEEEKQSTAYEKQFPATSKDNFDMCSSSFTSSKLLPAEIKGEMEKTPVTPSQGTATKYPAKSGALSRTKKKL
KCNQ2 block: KCNQ2 potassium channel inhibitors, primary screen, cell-based, CHO-K1, FluxOR thallium flux, B-score (AID 2156). actives 1.1% (n = 310,000). B-score at 10 µM. Potassium voltage-gated channel subfamily KQT member 2 (Rattus norvegicus), O88943. 20 min; active compounds read low;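 active = fluorescence ratio B-score at most minus 3 library SDs, with starting brightness B-score within 2 library SDs, cut at about -5.5 in these data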
Kir21 inh: inhibitors of mouse Kir2.1 inward-rectifier potassium channel; Inward rectifier potassium channel 2 (Mus musculus), P35561; HEK293-Kir2.1, FluxOR thallium flux fluorescence; active compounds read low; B-score at 10 µM; actives 0.85% (n = 310,000); AID 1672, 2009;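 active = fluorescence ratio B-score at or below minus 3 SD of library scores, with starting-brightness B-score within 2 SD, cut at about -4.2 in these data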;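 also: channel flux triggered by added potassium and thallium sulfate stimulus; B-score of peak minus minimum fluorescence over baseline after thallium stimulus; more negative B-score means stronger Kir2.1 block with less thallium influx; some compounds called inactive have numbers as strong as hits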
Target sequence (P35561 whole entry, looked up): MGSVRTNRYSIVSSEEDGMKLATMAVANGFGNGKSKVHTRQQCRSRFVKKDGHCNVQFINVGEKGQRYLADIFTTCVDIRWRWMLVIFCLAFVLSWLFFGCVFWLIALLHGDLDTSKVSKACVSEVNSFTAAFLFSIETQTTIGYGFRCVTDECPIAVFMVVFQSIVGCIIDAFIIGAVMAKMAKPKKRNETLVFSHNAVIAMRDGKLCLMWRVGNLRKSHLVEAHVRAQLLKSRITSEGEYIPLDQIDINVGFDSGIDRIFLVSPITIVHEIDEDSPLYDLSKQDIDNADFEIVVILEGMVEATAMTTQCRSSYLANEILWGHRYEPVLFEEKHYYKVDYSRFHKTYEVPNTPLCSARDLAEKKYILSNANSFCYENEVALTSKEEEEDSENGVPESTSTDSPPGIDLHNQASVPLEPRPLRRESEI
* marks the source's active call; other numbers are inactive results; i = inactive; x = not tested or not shown.

Value order – STK33 inh, KCNQ2 block, Kir21 inh
> COC(=O)C1N2C(=O)[C@@H](NC(=O)COc3ccccc3)[C@H]2SC1(C)C (stereo not given in full)
→ 1.1, i, -0.57
> Fc1cccc(Cn2cc(C(=S)N3CCCCC3)c3ccccc32)c1
→ -0.7, i, -1.48
> COc1ccc(NS(=O)(=O)c2ccc(OCC(=O)N3CCOCC3)cc2)cc1
→ -1.0, i, 1.05
> Cc1nc(S(=O)(=O)c2ccc(Cl)cc2)c(NCc2ccccc2)o1
→ 0.3, i, 1.68
> CCCn1c(SCC(=O)c2c[nH]c3ccccc23)nnc1-c1ccncc1
→ 3.5, i, -2.82
> Cn1c(NCc2ccccc2)nc2c1c(=O)n(Cc1ccccc1)c(=O)n2C
→ 0.3, i, 0.1
> Cc1cc(NC(=O)CSc2nc3c(C)cccc3cc2C#N)no1
→ 0.5, i, 0.9
> Oc1oc(C=Nc2ccc(F)cc2F)c2ccccc12
→ -1.3, i, 1.47
> CC(C)C(=O)NS(=O)(=O)c1ccc(N)cc1
→ -2.2, i, 0.02
> CCCCN(C(=O)COC(=O)CSc1cc(C)c2ccccc2n1)c1c(N)n(CCC)c(=O)[nH]c1=O
→ 0.5, i, -0.32

An excerpt of these results, with each value named.
Cc1nc(S(=O)(=O)c2ccc(Cl)cc2)c(NCc2ccccc2)o1
  STK33 inh: 0.3 | KCNQ2 block: i | Kir21 inh: 1.68

Cn1c(NCc2ccccc2)nc2c1c(=O)n(Cc1ccccc1)c(=O)n2C
  STK33 inh: 0.3 | KCNQ2 block: i | Kir21 inh: 0.1

(more compounds)
Value order – STK33 inh, KCNQ2 block, Kir21 inh
> CCOc1ccc(-n2c(=O)c3sccc3n(CC(=O)NC3CCCCC3)c2=O)cc1
→ -1.8, i, 1.24
> S=C(NCc1ccco1)Nc1ccccn1
→ 1.2, i, 1.35
> CC1(C)CC(=O)C2=C(C1)Oc1ncn(Cc3ccco3)c(=N)c1C2c1ccccc1 (stereo not given)
→ -0.3, i, -0.59
> COC(=O)c1nn(-c2ccccc2)c2nnc(Cc3ccc(C)cc3)c(=O)n12
→ -0.5, i, -0.71
> O=C(Nc1ccc(F)cc1)c1cc(-c2ccccn2)nc2c(Cl)cccc12
→ -1.3, i, -0.68
> O=C1CCCN1CCCNc1nc2c(S(=O)(=O)c3ccc(Br)cc3)nnn2c2ccccc12
→ -1.5, i, 1.67
> COC(=O)c1ccc(NC(=O)COc2ccccc2OC)cc1
→ 0.1, i, 1.75
> COC(=O)c1ccc(CSc2nc3ccccc3s2)o1
→ 3.4, i, 0.85
> Cc1occc1C(=O)NNC(=O)c1ccccc1F
→ 2.5, i, -0.52
> COc1ccc(N2CC(C(=O)Nc3c4c(nn3-c3ccc(OC)cc3)CS(=O)(=O)C4)CC2=O)cc1 (stereo not given)
→ 0.9, i, -0.29
> CC12CCC(C(=O)NCCCN3CCOCC3)(C(Br)C1=O)C2(C)C (stereo not given)
→ -1.9, i, 0.54
> Cc1nc(C)c(-c2ccn(S(=O)(=O)c3ccc(Cl)cc3)n2)o1
→ -0.5, i, -0.91
> COC(=O)c1ccc(NC(=S)N2CCN(C(=O)c3ccco3)CC2)cc1
→ -1.0, i, -2.03
> N#C/C(=C\c1ccc(Cl)s1)C(=O)N1CCN(c2ccccc2)CC1
→ -0.4, i, 1.16
> C/C(N)=C(/C#N)C(=O)COC(=O)C(c1ccccc1)c1ccccc1
→ -1.3, i, 0.35
> Cc1nc(CS(=O)c2ccc(Cl)cc2)cc(N2CCOCC2)n1 (stereo not given)
→ -2.4, i, -1.22
> O=C(c1ccccc1)[C@H]1CC=CC[C@H]1C(=O)O
→ 1.0, i, 0
> N/C(=N\OC(=O)Cc1ccccc1)c1ccccn1
→ -2.8, i, -0.98
> CCc1cccc(C)c1NC(=O)CN(C)S(=O)(=O)c1ccc(-c2ccc(=O)[nH]n2)s1
→ -0.5, i, -0.02
> O=S1(=O)CCO[C@H]2Cc3ccccc3[C@H]2N1Cc1cccc(C(F)(F)F)c1
→ -0.5, i, -2.83
> CC1=NN(c2ccc(Br)cc2)C(=O)/C1=C/c1ccc(-c2ccccc2C(=O)O)o1
→ 2.1, i, 0.08
> Fc1ccc(NC(=S)Nc2cccnc2)cc1
→ -0.9, i, 0.49
> COc1ccc(/C=C/C(=O)NCC(=O)N/N=C(/C)c2ccc(Cl)cc2)cc1
→ 0.2, i, -0.58
> O=C(CCc1ccccc1)NNC(=O)c1ccco1
→ -0.1, i, -0.06
> CCCCCOC(=O)NCCOC(=O)Nc1ccc(C(=O)OCC)cc1
→ 0.4, i, 0.3
> CCOCc1nnc(NC(=O)c2ccco2)s1
→ -1.0, i, 1.47
> Cc1nn(Cc2noc(C(=O)NCC3CCCO3)n2)c(C)c1Br (stereo not given)
→ x, i, -1.53
> CCN1CCN(c2cc(C)c3cc(NC(=O)c4ccc5c(c4)OCO5)ccc3n2)CC1
→ 0.0, i, 0.21
> CC(C)(C)c1ccc(-c2nnc(SCC(=O)O)n2N)cc1
→ -1.4, i, 2.35
> CC(C)Oc1ccc(C(CC(=O)O)NC(=O)CSc2ncn[nH]2)cc1 (stereo not given)
→ 0.3, i, -0.06
> COCCCNC(=O)CN(c1cc(Cl)ccc1OC)S(C)(=O)=O
→ -2.5, i, -1.05
> CCOC(=O)c1c(C)n(C)c2ccc(O)c(CN3CCCCC3)c12
→ -0.5, i, -3.98
> CNC(=O)CC1C(=O)N(C)C(=S)N1NC(=O)c1ccccc1 (stereo not given)
→ -0.8, i, -0.82
> O=S(=O)(c1ccc(Cl)cc1)n1cccn1
→ -1.1, i, 0.75
> O=C(CCc1ccccc1)Nc1ccc(NS(=O)(=O)c2ccccc2)cc1
→ -1.2, i, 0.03
> O=C(N/N=C/c1ccc(O)cc1)c1cc(-c2ccccc2)nc2ccccc12
→ -0.9, i, -0.61
> CCOCCn1c(=NC(=O)c2cc(Cl)sc2Cl)sc2cc(S(N)(=O)=O)ccc21
→ -1.8, i, 0.38
> O=C(Nc1ccc2c(c1)OCO2)Nc1ccccn1
→ -0.3, i, -1.38
> COc1ccc(S(=O)(=O)N(CC(=O)NCc2ccccn2)c2ccc(Cl)cc2)cc1
→ -1.3, i, -1.98
> CC1CCCN(C(=O)C2c3ccccc3C(=O)N3CCc4ccccc4C23)C1 (stereo not given)
→ -1.5, i, -0.29
> CC(=O)c1ccc(OCC(=O)NC2CCS(=O)(=O)C2)cc1 (stereo not given)
→ -6.8, i, -1.36
> COc1ccc(NC(=O)CCCN(C)S(=O)(=O)c2ccc(C)cc2)cc1
→ -0.1, i, 0.02
> COc1ccccc1NC(=O)CC(=O)CSc1nnc(-c2ccc(C)cc2)n1-c1ccccc1
→ -0.3, i, 1.61
> C=CCn1c(SCC(=O)NC(=O)NCc2ccco2)nc2sc(C)c(C)c2c1=O
→ x, i, 1.38
> Cc1ccc(-c2noc(CCC(=O)N3CCCC3)n2)cc1
→ -1.8, i, 0.21
> O=C(NC1CCCC1)c1ccc(CS(=O)(=O)Cc2ccccc2F)o1
→ -1.7, i, 1.75
> COc1ccccc1-n1cnc2cc(C(=O)NC3CCCC3)ccc21
→ -2.0, i, -0.02
> CC(C)C[C@H](NC(=O)[C@@H]1Cc2c([nH]c3ccccc23)C2c3ccccc3C(=O)N21)C(=O)NCC1CCCO1 (stereo not given in full)
→ 3.0, i, -1.38
> Cc1cc(=O)oc2cc(OCC3CC(c4ccccc4)=NO3)ccc12 (stereo not given)
→ -1.1, i, -1.69
> CCN(CC(=O)NC1CCS(=O)(=O)C1)S(=O)(=O)c1ccccc1 (stereo not given)
→ -0.5, i, -0.44

An excerpt of these results, tab-delimited:
smiles	STK33 inh	KCNQ2 block	Kir21 inh
CCOC(=O)c1c(C)n(C)c2ccc(O)c(CN3CCCCC3)c12	-0.5	i	-3.98
CNC(=O)CC1C(=O)N(C)C(=S)N1NC(=O)c1ccccc1 (stereo not given)	-0.8	i	-0.82

Other results
Value order – STK33 inh, KCNQ2 block, Kir21 inh
> COc1ccc(S(=O)(=O)N(CC(=O)NCc2ccncc2)c2cc(C)cc(C)c2)cc1OC
→ 0.5, i, 0.88
> COc1ccc2nc(Cl)cc(Cl)c2c1
→ 0.1, i, 0.53
> C=C(C)CSc1nnc2n(N)c(=O)c3ccccc3n12
→ 0.2, i, 0.78
> Cc1c(C(=O)OCC(=O)N2c3ccccc3CC2C)oc2ccccc12 (stereo not given)
→ 33.2*, i, 0.15
> COCCCNc1oc(-c2ccccc2Cl)nc1C#N
→ -0.2, i, 0.03
> COc1cccc(CNC(=O)CN(C)S(=O)(=O)c2ccc3c(c2)c(=O)n(C)c(=O)n3C)c1
→ 1.1, i, 0.05
> O=C(O)C(Nc1nc(C(F)(F)F)nc2ccccc12)c1ccccc1 (stereo not given)
→ -4.6, i, 0.99
> O=C(CCn1c(=O)sc2ccccc21)NCCCn1ccnc1
→ -2.7, i, -1.07
> Cc1cc(C(=O)OCC(=O)N(CC(C)C)c2c(N)n(Cc3ccccc3)c(=O)[nH]c2=O)c(C)o1
→ -0.8, i, -0.76
> CC(C)(C)c1ccc(C(=O)N2CCC(C(=O)NCCC3=CCCCC3)CC2)cc1
→ -2.6, i, 1.75
> Clc1ccc(CSC2=NCCCN2)cc1Cl
→ -0.7, i, -0.93
> CCc1ccc(NS(=O)(=O)c2cc3c(cc2C)n(C)c(=O)c(=O)n3C)cc1
→ -1.8, i, 1.38
> Cc1ccc(S(=O)(=O)N(CC(=O)O)Cc2ccco2)cc1
→ -0.5, i, 0.04
> COc1ccc([C@H]2[C@H](C(=O)C(C)(C)C)N3N=Cc4ccccc4C3C23C(=O)OC(C)(C)OC3=O)cc1 (stereo not given in full)
→ -1.1, i, -0.63
> Nn1c(Cc2cccc3ccccc23)nnc1SCc1ccccc1Cl
→ -0.3, i, -3.68
> CCc1cc(=O)[nH]c(SCC(=O)N2CCCC2)n1
→ -0.4, i, -0.11
> CC(=O)c1cc(CN2CCN(C3CCCCC3)C(CCO)C2)cs1 (stereo not given)
→ 1.3, i, -1.34
> COc1ccccc1NC(=O)N1CCCC1C(=O)NCc1ccc(F)cc1 (stereo not given)
→ -3.5, i, 1.42
> C/C(=N\NC(=S)NCc1ccccc1)c1ccc2ccccc2c1OC(F)F
→ -0.5, i, -0.59
> COC(=O)c1cccc(NC(=O)c2ccccc2)c1
→ 0.5, i, 1.68
> CSc1ccc(CN(C)CC(=O)Nc2c(F)cccc2F)cc1
→ -1.2, i, -1.15
> Cc1ccc(C)c(OC2=NS(=O)(=O)c3ccccc32)c1
→ -0.9, i, -0.69
> COc1cc(Cl)cc(C(c2c(C(=O)O)[nH]c3ccccc23)c2c(C(=O)O)[nH]c3ccccc23)c1O
→ 3.9, i, 0.94
> COc1ccnc(N2CCN(c3ccccc3)CC2)c1C#N
→ -0.6, i, 0.02
> Nc1ccc(Oc2ccc3c(c2)C(=O)N(CC2CCCO2)C3=O)cc1 (stereo not given)
→ -0.1, i, -1.25
> Cc1ccc2nc(Nc3ccc(C)c(Cl)c3)c3nncn3c2c1
→ 0.2, i, -0.72
> O=C(NCc1nc2ccccc2[nH]1)C1=C[C@@H](C2CCCCC2)C[C@@H](OCc2ccc(CO)cc2)O1
→ -0.7, i, -0.37
> CCOC(=O)c1sc2nc(CSc3ccccc3Cl)[nH]c(=O)c2c1C
→ -1.0, i, -1.27
> Cc1cc(=O)oc(C)c1C(=O)NCCN1CCOCC1
→ -0.2, i, -0.13
> CCOc1ccc(Nc2cc(=O)[nH]c(=O)[nH]2)cc1
→ -0.4, i, 1.31
> CCOCc1cc(CN2CCC(CCC(=O)NC3CC3)CC2)ccc1OC
→ -2.7, i, -0.09
> O=C(Nc1ccncc1)c1ccc2c(c1)C(=O)N(C1CCCCC1)C2=O
→ 0.0, i, -0.09
> O=C(CNC(=O)c1ccco1)N=Nc1c(O)[nH]c2ccc([N+](=O)[O-])cc12
→ -1.2, i, -0.44
> COc1ccc2[nH]cc(CCNC(=O)c3ccc4ccccc4n3)c2c1
→ -1.8, i, -0.02
> COc1ccc2oc(C(=O)NC3(C)CCS(=O)(=O)C3)c(C)c2c1 (stereo not given)
→ -0.7, i, -0.19
> CC(C)(O)c1[nH]c2cc(F)ccc2c1C(C)(C)O
→ 0.4, i, 0.01
> Cc1ccc(/C=N/NC(=O)CCCOc2ccc(Cl)cc2Cl)cc1[N+](=O)[O-]
→ -2.7, i, 1.97
> COc1cccc(NC(=S)NC(=O)Cc2ccc(Cl)cc2)c1
→ -2.0, i, 1.52
> CCOC(=O)c1c(CCl)nc2ccccc2c1C
→ -1.1, i, -0.18
> O=c1oc(-c2cccs2)nc2sc3c(c12)CCCC3
→ 0.7, i, 1.64
> O=C(Nc1cccnc1)c1ccccc1F
→ -0.5, i, 1.08
> c1ccc(-c2nnc(SCc3cn4ccsc4n3)o2)cc1
→ -1.4, i, -0.02

Compound activity (PubChem BioAssay)
